OX1R antag: OX1R (HCRTR1) antagonists, primary screen, fluorescence, CHO/OX1R cells, Fluo-8 calcium, orexin A; Fluo-8 calcium fluorescence; inhibition, % at 5 µM; 330,000 tested, 0.43% active; Orexin/Hypocretin receptor type 1 (Homo sapiens), O43613;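 active = inhibition above its plate's threshold, mean inhibition of all tested compounds on the plate plus 3 SD, cut at about 37% in these data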;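 note: 0% = orexin A challenge wells and 100% = SB-334867-A antagonist wells; not every result past the cut was called active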
Target sequence (O43613 whole entry, looked up): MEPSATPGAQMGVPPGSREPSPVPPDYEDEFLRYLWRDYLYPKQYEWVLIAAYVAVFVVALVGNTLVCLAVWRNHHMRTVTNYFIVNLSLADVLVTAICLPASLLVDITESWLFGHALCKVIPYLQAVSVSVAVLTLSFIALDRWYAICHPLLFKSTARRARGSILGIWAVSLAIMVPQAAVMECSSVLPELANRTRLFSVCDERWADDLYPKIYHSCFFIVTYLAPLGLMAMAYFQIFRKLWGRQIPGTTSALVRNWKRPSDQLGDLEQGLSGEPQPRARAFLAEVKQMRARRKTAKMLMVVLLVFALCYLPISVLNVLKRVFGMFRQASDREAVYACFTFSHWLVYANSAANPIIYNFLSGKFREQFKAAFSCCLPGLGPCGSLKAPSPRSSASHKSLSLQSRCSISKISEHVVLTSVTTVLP
CHT PAM: CHT positive allosteric modulators, primary screen, cell-based, membrane potential dye, choline EC20. B-score at 10 µM. AID 488977, 2010. 310,000 tested, 0.49% active. CHT-expressing cells; active compounds read high; LV-AA mutant CHT in HEK293 cells;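 active = initial fluorescence not abnormally high and integrated response B-score, plate-corrected, over 3 SD above library mean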
Target sequence (Q9GZV3 whole entry, looked up): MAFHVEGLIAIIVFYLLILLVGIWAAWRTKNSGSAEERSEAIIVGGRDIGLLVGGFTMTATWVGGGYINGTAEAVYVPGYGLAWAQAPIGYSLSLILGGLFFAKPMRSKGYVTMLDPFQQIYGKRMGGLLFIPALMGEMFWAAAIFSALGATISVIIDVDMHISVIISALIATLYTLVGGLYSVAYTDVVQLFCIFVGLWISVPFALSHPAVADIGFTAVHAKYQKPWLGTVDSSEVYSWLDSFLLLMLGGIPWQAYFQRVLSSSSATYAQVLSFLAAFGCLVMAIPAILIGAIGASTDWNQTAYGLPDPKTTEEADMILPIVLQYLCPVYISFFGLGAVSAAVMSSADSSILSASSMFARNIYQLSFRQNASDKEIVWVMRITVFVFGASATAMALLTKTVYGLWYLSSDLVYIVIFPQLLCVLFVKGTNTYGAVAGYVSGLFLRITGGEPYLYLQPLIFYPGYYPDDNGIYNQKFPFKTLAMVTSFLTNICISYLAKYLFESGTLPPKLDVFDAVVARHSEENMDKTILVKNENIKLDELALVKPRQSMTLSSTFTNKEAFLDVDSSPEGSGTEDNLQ
Active calls of the source: *; i = inactive; · = no result given.

no.	Compound	OX1R antag	CHT PAM
1	CC(OC(=O)c1ccc2ncsc2c1)C(=O)NCc1ccccc1 (stereo not given)	-16	i
2	Cc1[nH]c2ccccc2c1C(=O)CN1C(=O)C(=O)N(Cc2ccco2)C1=O	-16	i
3	COc1ccc(NC(=O)COC(=O)CCc2cc(OC)c(OC)c(OC)c2)c([N+](=O)[O-])c1	-31	i
4	Cc1ccc(CCNc2ccccc2C)cn1	-41	i
5	COc1ccc(Cl)cc1-n1c(=S)sc2c(=O)[nH]c(SCC(=O)NCC3CCCO3)nc21 (stereo not given)	7	i
6	CCOC(=O)COc1c(OC)cc(Cl)cc1C1Nc2ccccc2C(=O)N1c1ccccc1 (stereo not given)	13	i
7	CCCc1nc2ccccc2c(C(=O)OCC(=O)NCc2ccc3c(c2)OCO3)c1CC	-19	i
8	CC(=O)NS(=O)(=O)c1ccc(NS(=O)(=O)c2ccc3ccccc3c2)cc1	-14	i
9	COCCNC(=O)C12CC3CC(CC(Cl)(C3)C1)C2	9	i
10	CCN1CCN(CCC(=O)Nc2cc(OC)cc(OC)c2)CC1	-3	i
11	Cc1ccc(C(=O)Nc2ccccc2-c2ccccc2)cc1[N+](=O)[O-]	-29	i
12	CCCc1cc2c(cc1NS(=O)(=O)c1ccc(CCNC(C)=O)cc1)OCO2	-8	i
13	Cc1ccc(C)c(OCCNc2ncccc2[N+](=O)[O-])c1	-31	i
14	COc1cc(NS(=O)(=O)c2ccc3[nH]c(=O)[nH]c3c2)cc(OC)c1	·	i
15	Cn1c(=S)[nH]c2cccnc21	-1	i
16	CCOC(=O)c1sc(NC(=O)CC)c(C#N)c1C	12	i
17	COc1ccc(CCNC(=O)COc2ccc(S(=O)(=O)NC(C)C)cc2)cc1OC	2	i
18	COc1ccc(CN2C(=O)c3ccccc3C2C(=O)NCc2cccnc2)c(OC)c1 (stereo not given)	14	i
19	c1ccc(CNC2=NCCCC2)cc1	-5	i
20	CSc1nccn1CC(=O)Nc1ccc(F)cc1	-12	i
21	CC(C)Cn1c(-c2ccco2)nc2c(c(=O)c3ccccc3n2C)c1=O	-9	i
22	Cc1ccc(C(=O)NCCCN2CCOCC2)c(C)c1	3	i
23	NC(=O)COC(=O)CC(c1ccccc1)c1ccccc1	-2	i
24	CC(C)NC(=O)Nc1ccc2c(c1)C(=O)N([C@H](C)CO)C[C@H](C)[C@@H](CN(C)C(=O)Nc1ccc3c(c1)OCO3)O2	0	·
25	O=C(COC(=O)c1ccco1)Nc1ccc([N+](=O)[O-])cc1Cl	-10	·
26	Cc1ccc(NC(=O)c2ccc3c(c2)OCCO3)nc1	-16	i
27	O=S(=O)(c1ccc2nc(SCc3ccc(Cl)cc3)[nH]c2c1)N1CCOCC1	-15	i
28	COc1ccc(CC2(CO)CCN(S(=O)(=O)c3c(C)nn(C)c3Cl)CC2)cc1	-8	i
29	CC(=O)O[C@H]1CC[C@@]2(C)[C@@H](CC[C@@H]3[C@@H]2CC[C@]2(C)[C@@H](C(C)(C)O)C[C@@H]32)C1	0	i
30	COc1ccc(N2CCN(Cc3cc(=O)oc4cc5c(cc34)CCCC5)CC2)cc1	-24	i
31	O=C(Nc1ccc(Cl)cc1C(=O)NCC1CCCO1)c1ccco1 (stereo not given)	-28	i
32	O=CN1CCC(=O)N(Cc2ccccc2)c2ccccc21	-7	i
33	O=C(CN1C(=O)C2CC=CCC2C1=O)OCCN1C(=O)c2ccccc2C1=O (stereo not given)	-29	i
34	CSCCC(NC(=O)COc1ccccc1)C(=O)N(C)CC(=O)Nc1c(C)cccc1C (stereo not given)	-28	i
35	CNC(=O)CN(c1ccc(F)cc1)S(=O)(=O)c1cc(C)ccc1OC	-19	i
36	CSc1nnc(-c2cc(Br)ccc2N=Cc2c(C)[nH]n(-c3ccccc3)c2=O)c(=O)[nH]1	-21	i
37	CC(C)NC(=O)NCCCCCCS(C)=O (stereo not given)	-10	i
38	CC(=O)Nc1ccc(S(=O)(=O)NCCC(=O)OCC(=O)c2ccc(F)c(F)c2)cc1	-11	i
39	CC1C(c2ccccc2)N(C)C(c2ccccc2)C(C)C1(O)C#Cc1ccccc1 (stereo not given)	-12	i
40	CCOc1ccccc1CNC(=O)Cn1nc(C)c2c(C)n(-c3ccc(C)cc3)nc2c1=O	-39	i
41	CN(C)c1ccc(/C=C/c2cc[n+]([O-])cc2)cc1	12	i
42	Cc1cc(NC(=O)C(C)SCC(=O)N(C)Cc2c(F)cccc2Cl)no1 (stereo not given)	-23	·
43	CCC(CC)C(=O)Nc1ccc(Sc2ccc([N+](=O)[O-])cc2)cc1	60*	i
44	COc1cc2ccccc2cc1C(=O)Nc1nnc(-c2ccncc2)o1	-20	i
45	O=C(N/N=C/C(Cl)=C/c1ccccc1)c1cnccn1	-5	i
46	O=C(Nc1ccc(Cl)cn1)c1cc2c(s1)-c1ccccc1OC2	-8	i
47	COc1ccc(N(CC(=O)NC2CCCCCC2)S(=O)(=O)c2ccccc2)cc1Cl	-13	i
48	Cc1ccc(NC(=O)COC(=O)CN2CSCC2=O)cc1C	-24	i
49	Cn1cccc1C(=O)NC(=O)COC(=O)CC12CC3CC(CC(Br)(C3)C1)C2	-12	i
50	CCN(CC)CCN(C(=O)c1ccc2c(c1)OCCO2)c1nc2cc(C)cc(C)c2s1	-15	i

Other records
no.	Compound	OX1R antag	CHT PAM
51	COc1cccc(NC(=O)CN(C)C(C)C(=O)N2CCCCC2)c1 (stereo not given)	-16	·
52	Cc1ccc(S(=O)(=O)CCc2nnc(N)s2)cc1C	1	i
53	COc1cccc(CNC(=O)c2cccnc2Sc2ccc(Cl)cc2)c1	-15	i
54	Cc1cccc(OCC(=O)Nc2ccc(N3CCN(C(=O)c4ccccc4)CC3)cc2)c1C	-4	i
55	CCOc1ccccc1C1C(C#N)=C(N)N(N(C)C)C2=C1C(=O)CCC2 (stereo not given)	-19	i
56	CCC(CC)c1nnc(NC(=O)c2ccc(N3CCCC3=O)cc2)s1	3	i
57	CCOc1ccc(CCNC(=O)c2nnn(CC(=O)Nc3ccccc3C)c2N)cc1OCC	-41	i
58	Cc1sc2ncnc(N3CCCC(C)C3)c2c1C (stereo not given)	-27	i
59	CCc1nnc(NC(=O)CSc2nccn2-c2ccccc2)s1	-18	i
60	O=C(CSc1ccccn1)N1CCNC1=O	-5	·
61	CCOC(=O)C(=CNc1cc(C)ccn1)C(=O)OCC	-22	i
62	COc1ccccc1N1CCN(C(=O)COc2ccc(C)cc2Br)CC1	-34	i
63	CC(=O)c1ccc(N2CCN(C(=O)Cc3ccccc3)CC2)c(F)c1	-28	i
64	COc1cc2c(cc1OC)-c1cc(NC3CCCC3)nc(=O)n1CC2	-6	i
65	C=CCNC(=O)C1CC(=O)N(c2ccc(Br)cc2)C1 (stereo not given)	-9	i
66	Cc1cc(C)c(OCCCCN(C)Cc2ccccc2)c(C)c1	-20	i
67	CC(C)Cn1c(N)c(C(=O)CSc2nncs2)c(=O)n(C)c1=O	7	·
68	CCn1c(CCNC(=O)c2cccs2)nnc1SCC(=O)Nc1cccc(Cl)c1	20	i
69	CC(C)N(C(=O)CSc1nnc(Cc2ccc3c(c2)OCO3)n1C)C(C)C	-16	i
70	COc1ccc(NC(=O)CSc2nc3ccccc3n2-c2ccccc2)c([N+](=O)[O-])c1	-30	i
71	COc1ccc(OC)c(CCNC(=O)c2ccc(CS(=O)Cc3cccc(Cl)c3)o2)c1 (stereo not given)	-34	i
72	COc1ccc(-c2ccc(C#N)c(SCC(=O)NC3CC3)n2)cc1OC	-15	i
73	O=S(=O)(Cc1cc(Oc2ccccc2)nc(-c2ccccc2)n1)c1ccccc1	-37	i
74	CCOC(=O)c1cccc(-n2cccc2/C=C2\NC(=O)N(CC(=O)O)C2=O)c1	-16	·
75	S=C(Nc1ccc(Cl)cc1)NC1CCN(Cc2ccccc2)CC1	-11	i
76	CCCCC(=O)Nc1cnc(NC(=O)c2ccco2)cc1C	-22	i
77	CC1CN(c2nc3c(c(=O)n(Cc4ccc(Cl)c(Cl)c4)c(=O)n3C)n2C)CC(C)O1 (stereo not given)	-37	i
78	COCCCn1c(-c2ccc(OC)cc2)nc2c1c(=O)[nH]c(=O)n2Cc1ccccc1	-20	i
79	Cc1ccc2nc(SCC(=O)Nc3cc([N+](=O)[O-])ccc3F)[nH]c2c1	-16	i
80	CC1(C)C(=O)OC(c2cccn2-c2ccc([N+](=O)[O-])cc2)C2(CCCCC2)C1=O (stereo not given)	-18	i
81	CCCCOC(=O)C1C2C=C[C@]3(CN(CCCOC)C(=O)[C@H]13)O2 (stereo not given in full)	-14	i
82	CN(C(=O)COC(=O)c1cnc(Cl)c(Cl)c1)C1CCS(=O)(=O)C1 (stereo not given)	5	i
83	O=C(Nc1c(C(=O)N2CCOCC2)oc2ccccc12)c1ccccc1Cl	-14	i
84	O=C1N=C(N2CCCC2)S/C1=C\c1ccccc1	-15	i
85	CN(CC(=O)Nc1ccc(F)cc1)C(=O)Cn1cnc2ccc([N+](=O)[O-])cc2c1=O	-3	·
86	CCc1ccc(Nc2ncc3c(n2)CC(c2ccco2)CC3=O)cc1 (stereo not given)	-17	i
87	Cc1ccc(NC(=S)N(CCN(C)C)Cc2cccs2)cc1	-18	i
88	Cc1ccc(C(=O)OCC(=O)NCc2cc(C)c(O)c(C)c2)cc1S(=O)(=O)N1CCCCC1	-25	·
89	O=[N+]([O-])c1ccc2[nH]c3c(c2c1)CCCC3	-9	i
90	C=CCNc1nc(C2(C)CC3(CC(C)OC3=O)C(=O)O2)cs1 (stereo not given)	-12	i
91	O=C(NC1CCCCC1)N1CCN(c2ccccc2Cl)CC1	-9	i
92	O=C(NNc1nc(-c2ccccc2)cs1)c1ccco1	-6	i
93	C/C(CCc1ccc2c(c1)OCO2)=N\NC(=O)c1ccccc1Br	-4	i
94	Cc1cccc(NC(=O)COc2ccccc2C)n1	-17	i
95	Cn1c(N)c(C(=O)COC(=O)CCCc2c[nH]c3ccccc23)c(=O)n(C)c1=O	8	i
96	Cc1cc(O)c(C2(C(F)(F)F)NCCNC2=O)cc1C (stereo not given)	4	i
97	Nc1ncnc2c1ncn2[C@@H]1O[C@H](COP(=O)(O)O)[C@@H](O)[C@H]1O	-7	i
98	CCOC(=O)Cc1csc(NC(=O)CS(=O)(=O)Cc2ccccc2)n1	8	i
99	CN(CCOc1ccc(Cl)cc1)C(=O)CN1C(=O)NC2(CCCC2)C1=O	-12	i
100	CCC(c1nnnn1Cc1ccccc1)N(Cc1ccco1)Cc1cc2cc(OC)ccc2[nH]c1=O (stereo not given)	-26	i

One compound at a time, as listed above:
Cc1cccc(NC(=O)COc2ccccc2C)n1 reads OX1R antag: -17; CHT PAM: i
O=C(Nc1c(C(=O)N2CCOCC2)oc2ccccc12)c1ccccc1Cl reads OX1R antag: -14; CHT PAM: i

(continued)
no.	Compound	OX1R antag	CHT PAM
101	COc1ccc(CN2[C@@H](CC(=O)O)c3ccccc3S2(=O)=O)cc1	1	i
102	COc1ccccc1N1CCN(S(=O)(=O)c2cc(-c3cc(C)no3)ccc2C(C)C)CC1	-25	i
103	Cn1cc(S(=O)(=O)N2CCCC(C(=O)O)C2)cn1 (stereo not given)	-5	i
104	COc1cc(C(=O)OCC(=O)NC(C)CCc2ccccc2)cc(OC)c1OC (stereo not given)	-31	i
105	Cc1cc(N2CCC(C)CC2)nc(-c2ccccc2O)n1	-38	i
106	CC(C)N=Cc1c(O)[nH]c2ccccc12	-5	i
107	COc1ccccc1C(=O)NCCc1c(C)[nH]c2c(C)ccc(F)c12	26	i
108	O=C(Nc1ccc2oc(-c3ccncc3)nc2c1)c1ccccc1	-25	i
109	C/C(N)=C(/C#N)C(=O)COC(=O)c1cc(S(=O)(=O)N2CCCCC2)ccc1C	-31	i
110	Cn1c2ccccc2c(=O)c2c(=O)n(Cc3ccccc3)c(-c3ccc(F)cc3)nc21	-26	i
111	CCc1ccc2c(c1)C(c1ccc(N3CCOCC3)cc1)=NNC(c1ccncc1)=N2	-24	i
112	O=C(CCc1ccc(S(=O)(=O)N2CCOCC2)cc1)N/N=C/c1ccc(F)cc1F	-34	i
113	CCOc1cc(/C=N\NC(=O)OC)ccc1OC(=O)c1ccco1	-17	i
114	COc1ccc(NC(=O)c2cc(C)nc3ccccc23)cc1S(=O)(=O)N1CCOCC1	-23	·
115	Cc1ccc(/C=C/C(=O)Oc2ccc(C#N)cc2)o1	-15	i
116	Cc1ccc2nc(N3CCN(c4ccccc4F)CC3)c(C=O)c(=O)n2c1	-16	i

Copied from the list.
OX1R antag result of CCc1ccc2c(c1)C(c1ccc(N3CCOCC3)cc1)=NNC(c1ccncc1)=N2 reads -24
OX1R antag result of Cc1ccc(/C=C/C(=O)Oc2ccc(C#N)cc2)o1 reads -15
OX1R antag result of COc1cc(C(=O)OCC(=O)NC(C)CCc2ccccc2)cc(OC)c1OC (stereo not given) reads -31
OX1R antag result of COc1ccccc1N1CCN(S(=O)(=O)c2cc(-c3cc(C)no3)ccc2C(C)C)CC1 reads -25
OX1R antag result of COc1ccc(CN2[C@@H](CC(=O)O)c3ccccc3S2(=O)=O)cc1 reads 1
OX1R antag result of O=C(CCc1ccc(S(=O)(=O)N2CCOCC2)cc1)N/N=C/c1ccc(F)cc1F reads -34
OX1R antag result of C/C(N)=C(/C#N)C(=O)COC(=O)c1cc(S(=O)(=O)N2CCCCC2)ccc1C reads -31

Some of the entries above in a different format:
105: Cc1cc(N2CCC(C)CC2)nc(-c2ccccc2O)n1
- OX1R antag: -38
- CHT PAM: i
106: CC(C)N=Cc1c(O)[nH]c2ccccc12
- OX1R antag: -5
- CHT PAM: i
107: COc1ccccc1C(=O)NCCc1c(C)[nH]c2c(C)ccc(F)c12
- OX1R antag: 26
- CHT PAM: i
108: O=C(Nc1ccc2oc(-c3ccncc3)nc2c1)c1ccccc1
- OX1R antag: -25
- CHT PAM: i

Screening data deposited in PubChem by several laboratories.

Random draw from the library; about 0.8% have a hit in one of these screens.
